# KKLEB tox – reduces viability of KKLEB cystic fibrosis airway cells | activity change (cytotoxicity), % at 5 µM | 360,000 compounds, 0.36% hits | KKLEB CF airway cells viability, ATPlite luminescence, overnight; active compounds read low; cells stimulated with P. aeruginosa culture filtrate;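 active means corrected activity change at or below -50% at 5 µM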
# HIF-2a block – blocks HIF-2a reporter activity | 786-0 RCC cells HIF-2a reporter, luciferase luminescence, overnight | inhibition, % at 18.8 µM | 360,000 compounds, 0.72% hits | AID 624352;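 active means inhibition of the luminescence signal of 40% or more relative to plate controls, in a single-dose primary screen at 18.75 µM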
# Vif imaging – blocks HIV Vif function. HEK293T cells, Vif self-association by quenched fluorescence, imaging, 24 h. 340,000 compounds, 0.35% hits. inhibition, % at 7.49 µM. AID 602346; in the data active means inhibition above about 50%, passing the limit was not always enough; further: some results filed as inactive read as strong as hits
# CaV13 ICDI inh – Disruptors of the CACNA1D IQ motif to Ca2+-dependent inactivation inhibitor domain association, primary screening, Förster resonance energy transfer in intact living …; HEK cells, CFP/YFP FRET ICDI-IQ, plate reader, 10 min; percent FRET-ratio fall versus neutral wells; inhibition, % at 12.3 µM; 340,000 compounds, 0.098% hits;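 active means mean replicate inhibition of at least 30% and at least 1% of replicates passing that level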;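 further: 0% = median of the neutral control wells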
# PDI inh – inhibitors of human protein disulfide isomerase; P07237; PDI insulin aggregation turbidity, A650, 90 min; inhibition, % at 10 µM; 350,000 compounds, 0.052% hits; AID 588391;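 active means mean inhibition across replicates of 30% or more, whatever share of single replicates reach that level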;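 further: absorbance from insulin aggregation driven by PDI reduction with DTT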
# Target sequence (P07237 whole entry, looked up): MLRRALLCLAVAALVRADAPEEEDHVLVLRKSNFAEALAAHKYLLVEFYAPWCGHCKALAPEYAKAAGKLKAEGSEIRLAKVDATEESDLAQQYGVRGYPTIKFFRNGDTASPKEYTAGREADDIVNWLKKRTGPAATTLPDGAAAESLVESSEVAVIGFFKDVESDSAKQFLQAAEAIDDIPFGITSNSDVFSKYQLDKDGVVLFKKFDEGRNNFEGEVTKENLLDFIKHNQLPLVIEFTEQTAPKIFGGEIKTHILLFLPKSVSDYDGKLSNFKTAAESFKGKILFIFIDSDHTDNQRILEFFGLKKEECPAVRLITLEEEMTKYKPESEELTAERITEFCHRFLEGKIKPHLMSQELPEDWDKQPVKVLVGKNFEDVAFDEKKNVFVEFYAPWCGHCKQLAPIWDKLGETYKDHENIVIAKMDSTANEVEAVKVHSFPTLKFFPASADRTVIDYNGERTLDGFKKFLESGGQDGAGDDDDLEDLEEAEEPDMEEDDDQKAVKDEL
# NR2E3 ag-1 – agonists of human nuclear receptor NR2E3; Q9Y5X4; AID 2300; inhibition of corepressor binding, % at 4.78 µM; 320,000 compounds, 0.12% hits; GST-NR2E3/biotin-RetCOR TR-FRET, 1536-well;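 active means percent inhibition above the cutoff of mean plus 3 SD of all tested compounds, set per screening campaign, cut at about 20% in these data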;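 further: 0% = DMSO wells and 100% = biotin wells as full block of FRET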
# Target sequence (Q9Y5X4 whole entry, looked up): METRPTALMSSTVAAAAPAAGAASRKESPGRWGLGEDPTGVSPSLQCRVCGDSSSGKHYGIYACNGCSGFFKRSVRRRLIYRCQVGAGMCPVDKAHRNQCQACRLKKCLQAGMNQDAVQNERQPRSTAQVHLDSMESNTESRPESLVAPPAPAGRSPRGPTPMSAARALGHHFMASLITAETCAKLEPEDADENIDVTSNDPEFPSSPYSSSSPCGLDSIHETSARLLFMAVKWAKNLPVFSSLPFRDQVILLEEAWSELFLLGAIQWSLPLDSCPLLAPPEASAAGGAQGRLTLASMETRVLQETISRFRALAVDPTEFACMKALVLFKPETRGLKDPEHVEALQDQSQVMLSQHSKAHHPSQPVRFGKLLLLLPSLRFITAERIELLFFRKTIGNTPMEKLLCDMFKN
#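 system = GST-tagged NR2E3 plus biotinylated RetCOR corepressor | input = 1.35 nM GST-NR2E3 | also added = 7 nM biotin-RetCOR | schedule = 5 h incubation at 4 °C | measured by = TR-FRET with europium anti-GST and streptavidin-D2, 340 nm excitation | read-out = percent loss of FRET ratio relative to control wells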
# Peg3 promoter – reduces Peg3 promoter-driven luciferase expression in HeLa | AID 588405 | inhibition, % at 20 µM | HeLa PEG-Prom luciferase reporter, luminescence, overnight | 360,000 compounds, 1.7% hits;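 active means inhibition of at least 50% at 20 µM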
# NR2E3 ag-2 – agonists of human NR2E3 nuclear receptor; CHO-S Gal4-NCOR/VP16-NR2E3 two-hybrid, luciferase; inhibition of corepressor binding, % at 3.98 µM; 360,000 compounds, 0.35% hits; AID 602229;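 active means inhibition above the mean of all tested compounds plus 3 SD, cut at about 70% in these data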;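 further: 0% = DMSO with NR2E3 transfected cells and 100% = cells lacking NR2E3 construct; higher means lower luciferase signal from less NR2E3 corepressor binding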
# Shn3 3UTR inh – reduces Shn3 3'UTR luciferase signal in osteoblasts; inhibition, % at 12.5 µM; 360,000 compounds, 0.52% hits; Clone20 osteoblast Shn3 3'UTR firefly luciferase, 24 h;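 active means mean inhibition of at least 75% with every replicate also reaching 75%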;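 further: 0% = median of neutral control wells and 100% = pilot-screen positive control compound; some compounds past the cut are filed as inactive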
# CF NFkB inh – blocks PAF-induced NF-kB reporter in cystic fibrosis cells | KKLEB NF-kB-GFP reporter, GFP fluorescence overnight | inhibition, % at 5 µM | 360,000 compounds, 0.86% hits;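 active means at least 50% inhibition at 5 µM, scaled per plate between neutral and stimulator controls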;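 further: PAF is a Pseudomonas aeruginosa culture filtrate used as stimulus; plate controls were PAF-stimulated DMSO wells for no effect and unstimulated DMSO wells for full effect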
# TRPM1 prom inh – reduces MITF-dependent TRPM1 promoter luciferase signal; SK-MEL-5 TRPM1 promoter luciferase, 24 h; 330,000 compounds, 0.83% hits; inhibition, % at 12.5 µM; AID 488899;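 active means mean inhibition across replicates of 60% or more, whatever share of single replicates reaches that level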; further: values of inactives mirror those of a sister screen read the other way
# Starred values were filed as active, the others as inactive; . = not tested or not shown; & = joins results of further samples.
1: CCCCC(=O)N1CCCC(C(=O)OCC)C1 (stereo unspecified)
2: COCCN(C(=O)COC(=O)CCc1c[nH]c2ccccc12)c1c(N)n(Cc2ccccc2)c(=O)[nH]c1=O
3: COc1ccccc1CNC(=O)c1cnc2sccn2c1=O
4: CN1CCN(CC(=O)Nc2nc3ccccc3s2)CC1
5: CCC1Nc2ncnc(N3CCOCC3)c2N(Cc2ccc(Br)cc2)C1=O (stereo unspecified)
6: O=C(O)c1cccc(NC(=O)c2cccc(S(=O)(=O)N3CCc4ccccc4C3)c2)c1
7: Cc1ccc(-c2noc(-c3ccno3)n2)cc1
8: CN(C(=O)c1cccc(NC(=O)Cc2ccc(NC(=O)C3CCCN(C(=O)c4ccccc4)C3)cc2)c1)C1CCCC1 (stereo unspecified)
9: NC(=O)c1ccccc1OCc1nnc(-c2ccccc2Br)o1
10: C/C(=N\OCC(=O)OC(C)C(=O)Nc1ccc(C(N)=O)cc1)c1ccc2c(c1)OCO2 (stereo unspecified)
entry no.	1	2	3	4	5	6	7	8	9	10
KKLEB tox	-6	-4	-2	-14	-12&5	-8	2	14	-1	-5
HIF-2a block	5	11	-20	-74	12&4	-20	-284	-7	-148	10
Vif imaging	2	3	-4	-2	-2	4	-8	6	1	.
CaV13 ICDI inh	-3	-7	-6	-3	-4&-7	5	9	-5	-3	-8
PDI inh	0	5	-3	-5	13	-3	0	-10	-50	-4
NR2E3 ag-1	2	2	1	-1	.	2	3	.	4	-3
Peg3 promoter	3	-25	-3	-39	8&-14	-78	-248	-13	-64	-2
NR2E3 ag-2	15	-9	-18	9	-4&-3	3	-11	-3	-23	-27
Shn3 3UTR inh	-12	9	13	-4	0&7	-8	-39	-8	-23	14
CF NFkB inh	0	3	-2	8	3&-16	8	-21	-5	-1	-22
TRPM1 prom inh	3	9	-1	-16	1	-1	-70	-2	-19	-7

11: O=C1CC(c2ccc(F)cc2)CC(O)=C1C=NCCN1CCNCC1 (stereo unspecified)
12: CCN(CC(=O)Nc1ccc(OC)cc1)C(=O)CCS(=O)(=O)c1ccc(C)cc1
13: Nc1ncnc(Sc2ccccc2)c1[N+](=O)[O-]
14: COc1cc(C(=O)OCC(=O)NC2CCS(=O)(=O)C2)c([N+](=O)[O-])cc1OC (stereo unspecified)
15: CCN(CC)c1ccc2c(C)c(CN3CCOCC3)c(=O)oc2c1
16: CC1CCCC(C)N1C(=O)Cn1c(SCC(=O)NCc2ccc3c(c2)OCO3)nc2ccccc21 (stereo unspecified)
17: CC/C(=N\NC(=O)C1CCCC1)c1ccc(Br)cc1
18: N#Cc1ccc(CN2CCN(C(=O)CNS(=O)(=O)c3ccc4c(c3)OCCCO4)CC2)cc1
19: Cc1ccc(S(=O)(=O)Cc2nc3ccccc3c(=O)[nH]2)cc1
20: Cc1ccc(/C=C/C(=O)c2ccccc(=O)c2O)cc1C
entry no.	11	12	13	14	15	16	17	18	19	20
KKLEB tox	-2	0	-2	4	6	1	-12	9	3	5
HIF-2a block	14	4	6	10	-74	16	-3	8	10	-4
Vif imaging	-4	0	-8	-4	5	26	14	-2	-6	-2
CaV13 ICDI inh	0	-3	-4	-6	.	-13	-5	-3	.	-5
PDI inh	2	3	8	1	2	5	-6	5	-2	-2
NR2E3 ag-1	-2	1	0	-3	1	2	.	4	-2	-1
Peg3 promoter	3	-6	21	17	-89	10	7	13	6	-123
NR2E3 ag-2	0	-8	10	3	-2	-4	-26	3	-10	-27
Shn3 3UTR inh	-21	-4	9	-3	10	10	-3	14	5	14
CF NFkB inh	-8	-4	52*	-7	-4	10	11	-18	-9	-19
TRPM1 prom inh	9	2	-6	-6	-3	0	5	7	9	6

21: Cc1nc2ccc(Br)cc2c2c1CC(CO)O2 (stereo unspecified)
22: COc1ccc(N2CC(C(=O)Nc3cc(C)ccn3)CC2=O)cc1 (stereo unspecified)
23: COc1ccc(NC(=O)c2ccc(NC(=O)CN3CCN(c4ccccc4O)CC3)cc2)cc1
24: Cc1cc(C)n(C2CC(=O)N(c3ccc(Cl)c(Cl)c3)C2=O)n1 (stereo unspecified)
25: CCCN1C(=O)c2ccc(C(=O)NCc3ccco3)cc2C1=O
26: CCOC(=O)c1c(C)nc2sc3c(=O)n(-c4ccc(OC)cc4)cnc3c2c1-c1ccc(OC)cc1
27: CN1/C(=C/C(=O)c2ccc(Cl)cc2)Sc2cc3c(cc21)OCO3
28: CCOC(=O)c1cc(=O)n2nc(-c3ccccc3F)nc2s1
29: CCOC(=O)c1nnn(-c2nc(N3CCCC3)nc(N3CCCC3)n2)c1-c1ccccc1
30: CCCc1cc(=O)n2[nH]c(NCc3ccccc3F)nc2n1
entry no.	21	22	23	24	25	26	27	28	29	30
KKLEB tox	-14	-21	-4	0	8	2	6	-9	-18	-7
HIF-2a block	6	10	-4	21	-18	7	-151	4	22	9
Vif imaging	-2	-5	-5	1	1	2	-2	3	3	12
CaV13 ICDI inh	-20	-6	-5	-19	-5	-5	-8	.	-6	-5
PDI inh	-5	-3	6	1	6	3	-8	-1	-21	0
NR2E3 ag-1	1	5	.	2	-2	3	-1	0	-3	2
Peg3 promoter	8	4	-9	9	13	15	-146	6	37	7
NR2E3 ag-2	-30	8	-47	-7	-3	-18	-89	-42	-7	-6
Shn3 3UTR inh	9	-3	6	.	-14	3	-56	-6	20	-8
CF NFkB inh	-18	23	6	4	-19	7	-8	-18	4	0
TRPM1 prom inh	-8	-11	.	-15	17	16	-87	2	-16	11

# Single records, from the list above. Order of screens: KKLEB tox	HIF-2a block	Vif imaging	CaV13 ICDI inh	PDI inh	NR2E3 ag-1	Peg3 promoter	NR2E3 ag-2	Shn3 3UTR inh	CF NFkB inh	TRPM1 prom inh
# Entry for `CN1CCN(CC(=O)Nc2nc3ccccc3s2)CC1` → -14	-74	-2	-3	-5	-1	-39	9	-4	8	-16
# Entry for `CCN(CC)c1ccc2c(C)c(CN3CCOCC3)c(=O)oc2c1` → 6	-74	5	.	2	1	-89	-2	10	-4	-3
# Entry for `CCOC(=O)c1cc(=O)n2nc(-c3ccccc3F)nc2s1` → -9	4	3	.	-1	0	6	-42	-6	-18	2
# Entry for `COc1ccccc1CNC(=O)c1cnc2sccn2c1=O` → -2	-20	-4	-6	-3	1	-3	-18	13	-2	-1
# Entry for `Cc1ccc(/C=C/C(=O)c2ccccc(=O)c2O)cc1C` → 5	-4	-2	-5	-2	-1	-123	-27	14	-19	6

# (continued)
31: Cc1cccc(OCCCC(=O)NNC(=O)c2ccc(F)cc2)c1
32: O=C(NNc1nc(-c2ccccc2)c2cc(Br)ccc2n1)c1ccc(S(=O)(=O)N2CCOCC2)cc1
33: CCN1C(=O)N(CC)c2cccc3cccc1c23
34: Cc1ncc(CO)c(/C=N/NC(=O)c2cc(Br)ccc2O)c1O
35: CCOc1ccc2nc(SCC(=O)Nc3cc(C)on3)c(C)cc2c1
36: O=C(Nc1cccc(Cl)c1)c1ccc(-n2cncn2)c([N+](=O)[O-])c1
37: CCN(c1ccccc1)S(=O)(=O)c1ccc2[nH]cc(C(=O)NCCOC)c(=O)c2c1
38: O=C(Cn1nc(-c2ccccc2)c2ccccc2c1=O)NCCO
39: CCOP(=O)(OCC)C(NC(=O)Nc1c(C)cc(C)cc1C)c1ccccc1 (stereo unspecified)
40: Cc1n[nH]c(=S)n1-c1cccc(Cl)c1
entry no.	31	32	33	34	35	36	37	38	39	40
KKLEB tox	-3	-10	4	-9	4	-12	5	5	-16	2
HIF-2a block	9	36	12	7	-3	-14	12	15	1	19
Vif imaging	0	-6	-3	8	20	-2	-14	16	25	0
CaV13 ICDI inh	-5	-3	-2	-5	-2	-3	.	-2	-7	-6
PDI inh	-2	-5	-4	8	-8	6	-4	-7	4	-2
NR2E3 ag-1	0	1	0	-1	1	-5	3	-2	4	-1
Peg3 promoter	-9	8	30	9	4	-11	15	4	4	8
NR2E3 ag-2	-4	6	-4	-21	-13	-13	-3	-13	-7	-16
Shn3 3UTR inh	-66	5	-7	-1	0	11	6	-1	1	12
CF NFkB inh	-17	3	-1	36	12	-4	0	7	10	0
TRPM1 prom inh	-2	7	-11	41	8	5	5	10	9	12

41: O=C(OCC(=O)N1CCOCC1)c1ccc[nH]c1=O
42: COc1ccc(C(=O)c2c[nH]cc2-c2ccccc2)cc1
43: CCOC(=O)CSc1nc2sc(C)c(C)c2c(=O)[nH]1
44: Cc1nn(C(=O)CCC(=O)NCc2cccc(F)c2)c2ccccc12
45: NC(=O)CSc1nnc(Cc2cccs2)n1C1CCCCC1
46: COc1ccc(CCNC(=O)c2cc3c(=O)n4cccc(C)c4nc3s2)cc1OC
47: CSc1ccc(/C=N/N2CCN(Cc3ccccc3Cl)CC2)cc1
48: O=C1c2ccccc2C2NC(=O)C3(CCCCC3)N12 (stereo unspecified)
49: CC(=O)O[C@H]1C2OC(=O)C(C)=C2[C@@H]2OC(=O)[C@]3(CCC4OC41C)OC23 (stereo partly specified)
50: O=C(Nc1cccc(C(=O)Nc2ccc(Cl)cn2)c1)c1ccccc1
entry no.	41	42	43	44	45	46	47	48	49	50
KKLEB tox	-2	1	-15	18	12	-3	6	6	-5	-6
HIF-2a block	8	-10	9	5	5	19	-19	-9	-2	-95
Vif imaging	1	3	1	0	12	-1	-9	-4	-5	-3
CaV13 ICDI inh	-5	-2	.	-3	-5	-4	-7	.	.	-20
PDI inh	2	-10	1	-8	-6	-3	-15	0	0	-4
NR2E3 ag-1	0	-4	-3	-2	-2	-1	-2	2	0	6
Peg3 promoter	10	-19	7	3	11	-4	-4	0	-11	-50
NR2E3 ag-2	-11	-17	4	-14	-1	-16	-11	-7	-1	-56
Shn3 3UTR inh	-16	-6	3	6	-22	1	3	-9	-35	-3
CF NFkB inh	-1	12	11	-33	-1	19	0	1	1	-8
TRPM1 prom inh	-2	-14	-5	1	-1	13	1	11	16	-23

# Compounds from the list above containing two or more sulfur atoms, in the order listed:
43: CCOC(=O)CSc1nc2sc(C)c(C)c2c(=O)[nH]1
45: NC(=O)CSc1nnc(Cc2cccs2)n1C1CCCCC1
entry no.	43	45
KKLEB tox	-15	12
HIF-2a block	9	5
Vif imaging	1	12
CaV13 ICDI inh	.	-5
PDI inh	1	-6
NR2E3 ag-1	-3	-2
Peg3 promoter	7	11
NR2E3 ag-2	4	-1
Shn3 3UTR inh	3	-22
CF NFkB inh	11	-1
TRPM1 prom inh	-5	-1

# Assay outcomes (PubChem BioAssay)
